Screens: PubChem, National Center for Advancing Translational Sciences (NCATS)
FBPA coupling cs: qHTS Assay for Inhibitors of Fructose-1,6-bisphosphate Aldolase from Giardia Lamblia: Coupling assay counterscreen; coupling enzyme system counterscreen, AmpLite Red fluorescence; activity change, negative = inhibition, % at 58.2 µM, hits read low; hit rate 0.67% among 290,000; AID 2472, 2010; in the data active means activity change below about -30%
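Counterscreen of the coupled detection system alone, without aldolase: glyceraldehyde-3-phosphate coupling enzymes plus AmpLite Red readout. Compounds at 57.5 uM final, 10 min RT preincubation, 20 min RT reaction, fluorescence 525/598 nm.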
KCNH2 3.1 inh: qHTS for Inhibitors of KCHN2 3.1: Mutant qHTS. hit rate 0.95% among 340,000. U2OS KCNH2 3.1, thallium flux FluxOr; hits give low values. activity change, % (tested at about 1.8 µM);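 active means maximum activity change below -70%; inconclusive means maximum activity change from -70% to -50%; inactive means maximum activity change above -50%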;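 further: thallium influx rate constant from kinetic fluorescence after stimulation buffer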
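Thallium flux read-out: FluxOr dye with Red40 quencher in HBSS/HEPES, 45 min at RT. Rate constants from kinetic reads were normalized to positive and negative DMSO controls. Cells: U2OS virally expressing the 3.1 isoform.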
Eya2 phos inh: qHTS Assay for Inhibitors of the Phosphatase Activity of Eya2; Protein phosphatase EYA2 (Homo sapiens), O00167; recombinant Eya2, OMFP fluorescence dephosphorylation (OMFP is methylfluorescein phosphate); Potency, µM (top dose mostly 76.9 µM), for inactives: at the highest dose activity, negative = inhibition, actives largely listed as inhibitors; hit rate 0.006% among 330,000; further: potency means the concentration at half of the fitted maximal effect
Target sequence (O00167 whole entry, looked up): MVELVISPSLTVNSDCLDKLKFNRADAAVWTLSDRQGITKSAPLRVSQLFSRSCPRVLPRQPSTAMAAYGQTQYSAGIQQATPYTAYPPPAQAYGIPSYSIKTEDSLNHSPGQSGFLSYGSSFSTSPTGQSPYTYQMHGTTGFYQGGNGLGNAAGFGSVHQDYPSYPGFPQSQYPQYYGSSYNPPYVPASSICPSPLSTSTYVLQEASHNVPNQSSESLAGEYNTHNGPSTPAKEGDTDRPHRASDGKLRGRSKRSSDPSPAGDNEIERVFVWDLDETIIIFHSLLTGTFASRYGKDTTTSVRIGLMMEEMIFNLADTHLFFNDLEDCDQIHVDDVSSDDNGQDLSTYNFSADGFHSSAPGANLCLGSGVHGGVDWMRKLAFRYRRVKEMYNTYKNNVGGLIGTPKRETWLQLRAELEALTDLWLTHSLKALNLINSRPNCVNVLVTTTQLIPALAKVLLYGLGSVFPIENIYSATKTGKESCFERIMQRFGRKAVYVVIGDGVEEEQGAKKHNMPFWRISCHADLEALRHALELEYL
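Eya2 (0.2 uM) preincubated 10 min at ambient with compound, then OMFP substrate added at 50 uM; 10 min reaction in 50 mM HEPES pH 7.5, 50 mM NaCl, 5 uM MgCl2, 0.05% BSA, 1 mM DTT. Fluorescence read at Ex 485/Em 525 nm.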
hERG WT inh: qHTS for Inhibitors of KCHN2 3.1: Wildtype qHTS. U2OS, BacMam KCNH2, thallium flux FluxOr; hits give low values. hit rate 0.37% among 340,000. activity change, % at 1.84 µM. Voltage-gated inwardly rectifying potassium channel KCNH2 (Homo sapiens), Q12809;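 active means maximum activity change below -70%; inconclusive means maximum activity change between -70% and -50%; inactive means maximum activity change above -50%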
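U2OS cells were transduced with wild-type KCNH2 virus (2.03 x 10^8 / mL) for 4 h at room temperature, then cultured overnight at 37 C. Thallium flux was read with FluxOr dye. Rate constants were normalized to DMSO controls.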
USP2a inh: qHTS Assay for Inhibitors of Ubiquitin-specific Protease USP2a Using CHOP2 as the Reporter | USP2 core, Ub-CHOP2 coupled fluorogenic reporter, 485/531 | Potency, µM (series often up to 38.3 µM), without a hit: at the top dose activity change, negative = inhibition, actives largely listed as inhibitors | hit rate 0.01% among 330,000;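 further: potency means the concentration at half of the fitted maximal effect; plate controls were DMSO wells for no effect and full inhibition by NEM control for full effect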
Target sequence (O75604 whole entry, looked up): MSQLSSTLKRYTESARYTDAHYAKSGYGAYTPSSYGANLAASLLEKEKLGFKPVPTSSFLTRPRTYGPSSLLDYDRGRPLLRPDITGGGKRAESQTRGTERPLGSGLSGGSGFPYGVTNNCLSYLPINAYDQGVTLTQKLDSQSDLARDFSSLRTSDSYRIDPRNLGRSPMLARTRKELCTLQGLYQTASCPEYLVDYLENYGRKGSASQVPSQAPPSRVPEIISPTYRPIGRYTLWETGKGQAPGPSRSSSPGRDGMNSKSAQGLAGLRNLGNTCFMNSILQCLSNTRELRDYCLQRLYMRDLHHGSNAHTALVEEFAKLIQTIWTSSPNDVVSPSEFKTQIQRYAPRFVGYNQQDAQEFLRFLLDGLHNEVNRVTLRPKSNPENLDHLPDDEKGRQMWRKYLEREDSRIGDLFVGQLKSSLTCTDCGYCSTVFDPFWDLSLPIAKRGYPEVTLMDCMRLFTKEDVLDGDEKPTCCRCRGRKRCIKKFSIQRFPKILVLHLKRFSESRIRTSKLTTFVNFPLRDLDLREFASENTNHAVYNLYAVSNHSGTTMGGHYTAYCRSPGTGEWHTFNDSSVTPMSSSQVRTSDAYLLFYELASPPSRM
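Deubiquitinase activity read as fluorescence (485/531 nm) after Ub-CHOP2 cleavage activates the enterokinase reporter on its substrate; USP2 core 10nM, Ub-CHOP2 and substrate 25nM each, 30min compound preincubation then 60min RT; data normalized to NEM, curves fitted.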
PKM2 activator: qHTS Assay for Activators of Human Muscle isoform 2 Pyruvate Kinase; Pyruvate kinase PKM (Homo sapiens), P14618; purified PKM2, Kinase-Glo ATP luminescence, activation; response scale: 0% is enzyme alone, no compound; Potency, µM (titrated, usually from 57.5 µM), inactives show top-dose activation, actives largely listed as activators; hit rate 0.34% among 260,000; AID 1631, 2009; further: potency means the concentration at half of the fitted maximal effect; nearly all actives have a fitted effect of over 55% in size
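Kinase-Glo luminescence reports ATP generated from ADP (0.1 mM) and PEP (0.5 mM) by purified hPK-M2 after 1 h at room temperature, pH 7.2 imidazole buffer; intermediate enzyme activity allows detecting inhibitors and activators.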
Giardia kill: Small Molecules that selectively kill Giardia lamblia: qHTS. hit rate 0.15% among 340,000. Giardia lamblia trophozoite viability. activity change, % at 7.66 µM, hits read low; in the data active means activity change below about -80%; inconclusive means between about -30% and that limit;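 further: parasites exposed to compound for two days anaerobically before the ATP read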
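Each well holds 100 Giardia trophozoites and compound. After two days (48 hrs) at 37 deg C in anaerobic conditions, ATP is quantified by luminescence.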
GALK inhibitor: qHTS Assay for Inhibitors of Human Galactokinase (GALK); P51570; Purified GALK, Kinase-Glo residual ATP luminescence; Potency, µM (highest dose often 57.5 µM), without a hit: at the top dose activity change, negative = inhibition, hits mostly inhibitors; hit rate 0.007% among 270,000; AID 1868, 2009; further: potency means the concentration at half of the fitted maximal effect
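Galactose (100 uM) and ATP (35 uM) were turned over by 5 nM GALK for 1 h at RT. Kinase-Glo Plus then converted the remaining ATP into a luminescent signal.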
uPA generation: qHTS for Inhibitors of Cell Surface uPA Generation; cell surface uPA generation assay, qHTS; Potency, µM (series often up to 38.3 µM), for inactives: at the highest dose activity change, negative = inhibition, most hits filed as inhibitors; hit rate 0.31% among 330,000; AID 540303, 2011; active means well fitted inhibition curve with a large enough effect; inconclusive means small, poorly fitted or top-dose-only effect; inactive means no such curve, though single readings can be large or run the other way; tested in mouse RAW 264.7 cells; further: potency means the concentration at half of the fitted maximal effect; nearly all actives have a fitted effect of over 55% in size
B2AR arrestin: qHTS assay of beta-arrestin-biased ligands of beta2-adrenergic receptor | Beta-2 adrenergic receptor (Homo sapiens), P07550 | beta-arrestin recruitment to beta2AR, cell-based reporter | Potency, µM (doses to about 46.1 µM), for the others: at the highest dose activation, most hits filed as activators | hit rate 0.02% among 330,000;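 further: potency means the concentration at half of the fitted maximal effect; 0% = DMSO controls and full agonism = EC100 isoproterenol or metaproterenol; nearly all actives have a fitted effect of over 65% in size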
BCR signal inh: qHTS Assay to Find Inhibitors of Chronic Active B-Cell Receptor Signaling; ABC-DLBCL IkBa-CBG/CBR reporter, luminescence ratio, 4 h; Potency, µM (titrated, usually from 46.1 µM), without a hit: at the top dose ratio change, negative = lower green/red ratio, most hits filed as inhibitors; hit rate 0.05% among 340,000; active means well fitted inhibition curve with a large enough effect in the signal ratio, with a control signal flat, not every such curve was filed as active; inconclusive means small, poorly fitted or top-dose-only effect, or effect the other way, or a change in a side signal; the % refers to the signal ratio;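 further: potency means the concentration at half of the fitted maximal effect; plate controls were basal doxycycline-induced cells for no effect and cells given 10 µM MG132 for full effect; MG132 reads +100%, hits lower the ratio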
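TMD8 ABC-DLBCL cells carrying doxycycline-inducible green luciferase fused to IkappaBalpha plus unfused red luciferase were exposed to compounds (up to 46 uM) for 4 hrs at 37C. Activity came from the overlap-corrected green/red luminescence ratio.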
* hit, by the source's call; ? = inconclusive; · = no result given. Unless noted, the call rests on the fitted dose curve; in most records, active means well fitted curve in the direction sought with a large enough effect; inconclusive means small, poorly fitted or top-dose-only effect, or another doubt; inactive means no such curve, though single readings can be large; an effect the other way counts as inactive or inconclusive. Unless noted, on the % scale 0 is the no-effect control and ±100 the full control effect.

A first look (2 entries):
SMILES	FBPA coupling cs	KCNH2 3.1 inh	Eya2 phos inh	hERG WT inh	USP2a inh	PKM2 activator	Giardia kill	GALK inhibitor	uPA generation	B2AR arrestin	BCR signal inh
CCCCNC(=O)c1sc(=S)n(-c2ccccc2OC)c1N	-5.3	-5.2	8.4%	8.2	2.3%	2.4%	-15.9	-1.0%	1.1%	-1.6%	-1.2%
COc1ccc(C2CCCN2C(=O)Nc2cccc(C(C)=O)c2)cc1OC (configuration not stated)	-1.4	-10.6	-9.7%	-13.0	0.2%	-6.2%	11.9	-0.7%	-5.3%	0.1%	?

The list itself, from the start:
SMILES	FBPA coupling cs	KCNH2 3.1 inh	Eya2 phos inh	hERG WT inh	USP2a inh	PKM2 activator	Giardia kill	GALK inhibitor	uPA generation	B2AR arrestin	BCR signal inh
CCCCNC(=O)c1sc(=S)n(-c2ccccc2OC)c1N	-5.3	-5.2	8.4%	8.2	2.3%	2.4%	-15.9	-1.0%	1.1%	-1.6%	-1.2%
COc1ccc(C2CCCN2C(=O)Nc2cccc(C(C)=O)c2)cc1OC (configuration not stated)	-1.4	-10.6	-9.7%	-13.0	0.2%	-6.2%	11.9	-0.7%	-5.3%	0.1%	?
CCOc1ccccc1C(=O)NCC(=O)N1CCN(Cc2ccc3c(c2)OCO3)CC1	·	-4.6	1.1%	-4.1	-2.1%	·	4.0	·	-13.9%	-0.2%	?
Nc1ccc(OCC(O)C[n+]2ccc(CCS(=O)(=O)[O-])cc2)cc1 (configuration not stated)	-13.3	7.6	11.2%	-11.4	2.0%	0.6%	-8.7	10.0%	14.5%	0.1%	4.3%
C=CCOc1c(Br)cc(CNn2nnnc2N)cc1OCC	0.1	-4.2	-1.5%	-8.0	1.7%	-1.0%	-7.9	1.4%	2.7%	0.1%	-0.8%
CN1CCN(C(=O)c2ccccc2N(Cc2ccccc2)S(C)(=O)=O)CC1	-0.4	1.2	-15.8%	13.6	-1.2%	-10.8%	-16.1	-0.1%	2.6%	-0.4%	?
CSc1ccccc1NC(=O)CN(C)CC(=O)Nc1ccc(N2CCOCC2)cc1	2.8	-8.6	4.4%	-8.4	1.1%	-0.2%	7.8	0.6%	3.9%	0.1%	?
Fc1ccc(N2CCN(c3ccc4c(C(F)(F)F)cc(C(F)(F)F)nc4n3)CC2)cc1	-4.4	-18.6	-2.9%	1.1	0.9%	1.5%	-12.4	-1.4%	0.5%	-0.1%	1.0%
Cc1cc2ncc(S(C)(=O)=O)c(N)n2n1	2.6	-15.6	-25.0%	-6.2	5.2%	4.2%	-2.4	0.5%	-0.2%	-0.1%	0.3%
Cc1cc(C)c(S(=O)(=O)N2CCN=C2c2ccccc2)c(C)c1	1.7	-1.4	1.6%	8.2	2.4%	-2.9%	-7.4	0.0%	-0.9%	-0.7%	?
O=C(CCc1c[nH]c2ccccc12)NCc1ccncc1	-4.0	8.5	-3.5%	-0.9	-5.2%	0.9%	-24.0	-1.2%	2.1%	0.3%	4.7%
CCN(CC)CCNC(=O)c1ccc2c(=O)n(CCc3ccccc3)c(=O)[nH]c2c1	7.3	17.1	9.2%	8.6	2.8%	-0.6%	-14.2	-0.6%	5.7%	-0.1%	9.1%
O=C(CC1SC(=Nc2ccccc2)N(Cc2ccccn2)C1=O)Nc1cccc(Cl)c1 (configuration not stated)	-0.9	8.6	-8.1%	2.0	-5.6%	-9.0%	-19.4	-1.0%	10.4%	11.4%	?
COC(=O)c1ccc(Cn2cc(/C=C\[N+](=O)[O-])c3ccccc32)o1	-0.3	-7.1	-3.6%	5.6	-4.9%	?	-15.9	0.9%	-4.8%	0.3%	?
CCCCN1C(=O)N(c2ccc(Cl)cc2)C(C)(O)CC1(C)C (configuration not stated)	3.5	11.3	-15.6%	5.7	1.3%	·	0.1	4.0%	0.7%	0.2%	-1.4%
COc1ccc(CCn2ccc(O)c(Cc3ccc(Cl)cc3)c2=O)cc1OC	-0.8	-3.2	-18.2%	1.3	2.4%	0.5%	-7.7	-0.9%	-12.1%	0.1%	?
CC(C)OC(=O)CSc1nc(-c2ccc(F)cc2)nc2ccc(F)cc12	1.4	-11.6	-8.7%	29.3	2.1%	2.1%	0.6	-4.3%	2.5%	-3.3%	-3.1%
COc1cc(C2C3=C(CC(C)(C)CC3=O)N(C)C(=O)N2C)cc(OC)c1OC (configuration not stated)	0.8	13.4	-3.2%	3.7	1.5%	-3.9%	-4.0	7.1%	·	0.0%	-1.4%
O=C(Nc1ccc(Br)cc1Cl)c1cnccn1	-0.3	1.6	-24.9%	-9.7	3.1%	6.5%	14.1	-2.2%	·	-0.5%	?
Clc1ccc2nc(N3CCN(c4ccccc4)CC3)sc2c1	0.7	6.9	-6.1%	-4.8	-0.9%	-6.2%	-19.8	3.4%	-3.2%	0.9%	?
COc1ccccc1C1/C(=C(/O)c2ccccc2)C(=O)C(=O)N1CCO (configuration not stated)	-12.4	-4.4	9.2%	-1.5	3.8%	5.2%	3.2	1.4%	4.2%	0.1%	1.5%
CC(NC(=O)c1ccccc1NC(=O)c1ccccc1)C(=O)N1CCOCC1 (configuration not stated)	0.0	-6.0	-0.6%	1.3	-2.4%	0.9%	-2.4	-2.8%	1.8%	-0.7%	2.7%
OCC1(CCOc2ccccc2)CCN(Cc2nc3ccc(F)cc3[nH]2)CC1	-2.8	-3.0	0.1%	32.6	-2.5%	-0.7%	-29.7	-2.4%	-3.9%	0.3%	-14.0%
CCC(CC)C(=O)N(CCc1ccc(OC)cc1)Cc1nc2ccccc2c(=O)[nH]1	-0.5	-16.8	-19.3%	7.7	3.3%	4.2%	?	-0.7%	-5.4%	-1.0%	-6.1%
NC(=S)N/N=C/c1ccc(-c2cccc([N+](=O)[O-])c2)o1	-0.8	7.1	-12.3%	3.7	-1.0%	6.2%	1.3	-1.5%	2.7%	?	?
CSc1ccc(CN(C)C(=O)c2cc(=O)[nH]c3ccccc23)cc1	1.3	-3.2	9.5%	-0.5	0.3%	1.3%	-1.6	0.5%	-4.1%	-1.3%	?
CCOc1ccccc1NC(=O)CSc1nnc(CCC(=O)Nc2ccccc2F)n1C	·	-11.6	8.1%	-4.6	1.7%	0.6%	-10.7	-8.4%	0.3%	-0.2%	-0.7%
O=C1Nc2c(c(=O)[nH]c(=O)n2-c2ccccc2)C(C(F)(F)F)(C(F)(F)F)N1	3.7	-1.0	21.5%	-12.4	0.2%	0.4%	14.5	-3.8%	·	-0.2%	?
COc1cccc(CNC(=O)COC(=O)c2cc([N+](=O)[O-])ccc2N2CCCC2)c1	·	-14.8	-25.6%	3.6	3.7%	·	-0.4	·	-0.6%	0.1%	-1.3%
Cc1ccc(C)c(NC(=O)CN(C)C(=O)CSC(C)C(=O)Nc2cc(C)on2)c1 (configuration not stated)	·	·	-5.5%	-3.7	2.5%	-8.6%	2.9	6.2%	-2.8%	-1.2%	0.3%
Cc1ccc(N2CC(C(=O)N3CCC4(CC3)CC(=O)c3ccccc3O4)CC2=O)cc1 (configuration not stated)	·	-12.7	-7.4%	16.0	-0.2%	·	7.7	·	-4.0%	0.1%	-6.1%
O=C(COCc1cc(-c2cccs2)on1)NC1CCCCC1	1.0	-5.3	1.6%	6.5	0.6%	·	18.4	1.1%	-3.1%	0.1%	0.8%
CC(C)(C)OC(=O)C[C@H]1C/C=C\C[C@H](CC(=O)N[C@@H](CO)Cc2ccccc2)C(=O)N[C@H](C(C)(C)C)COC1=O	·	·	1.9%	-6.2	-1.0%	·	20.6	·	4.6%	-0.7%	1.1%
COC(=O)C(Cc1ccc(O)cc1)NC(=O)C(C)NC(=O)c1ccc(C(C)(C)C)cc1 (configuration not stated)	-0.5	6.7	8.9%	-10.4	-7.1%	-3.2%	-4.8	-0.8%	-0.4%	-0.3%	0.2%
CCCNC(=O)c1onc(CS(=O)(=O)c2cccc(OC)c2)c1C(=O)NCCC	·	4.9	9.2%	-6.6	-1.7%	·	-3.2	·	-3.1%	0.2%	-0.3%
CC(Nc1[nH]c(=O)n(C)c(=O)c1N=O)c1ccccc1 (configuration not stated)	4.7	1.9	4.7%	3.2	0.1%	-10.6%	1.2	-2.6%	0.8%	0.4%	?
CC(O)CCC(=O)NNC1CC(=O)N(c2ccccc2)C1=O (configuration not stated)	5.3	7.3	-7.4%	-0.8	-1.2%	-1.3%	?	3.3%	4.2%	-0.6%	-4.5%

Outcome played no part in choosing rows; any-hit rate near 2.4%.
